SR-BI uptake up – activators of SR-BI mediated HDL lipid uptake | 0.096% of 320,000 active | AID 504775 | CHO ldlA[mSR-BI] cells, DiI-HDL uptake fluorescence, 3 h; 100 = double the neutral-control signal | activation, % at 12.5 µM;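 active means mean replicate activation of at least 60% and every replicate at or above 60%; inconclusive means mean or all-replicate condition met, but not both; inactive means mean below 60% and not all replicates reaching 60%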;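 further: 0% = median plate neutral-control signal and 100% = twice that signal; values of inactives mirror those of a sister screen read the other way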
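Material: SR-BI-overexpressing, LDLR-lacking CHO cells; schedule: compound exposure 3 h, 37 °C; reagent: DiI-labelled HDL at 10 µg/mL final; technique: bottom-read fluorescence, 550/595 nm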
Tat transport – blocks Tat-dependent protein export in E. coli. E. coli MC4100 TorA-mCherry Tat export, fluorescence. inhibition, % at 10 µM. 0.036% of 340,000 active. AID 488895;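 active means mean replicate inhibition at least 50% and at least half of replicates individually reaching 50%; inconclusive means only one of the two criteria met; inactive means neither criterion met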;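 further: exported cargo escapes ClpAP degradation while cytoplasmic cargo is degraded and loses fluorescence; 0% = median of neutral control wells and 100% = median of NaSCN control wells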
Wnt act – Wnt/beta-catenin pathway activation; activation, % at 9.35 µM; 1.2% of 300,000 active; Wnt/beta-catenin reporter cell assay, activator, plate reader; in the data active means activation above about 30%, passing the limit was not always enough; inconclusive means no clear call, values can overlap the other calls;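 further: 0% = neutral control wells and 100% = positive control wells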
phage Ecoli inh – E. coli growth loss with phage present; 0.26% of 360,000 active; growth absorbance; inhibition, % at 11.9 µM; AID 651602; in the data active means inhibition above about 11%
CAL PDZ FP-1 – CAL PDZ (human) peptide binding inhibition; inhibition, % at 24.9 µM; AID 602252; Q9HD26; 0.92% of 300,000 active; purified CAL PDZ, TMR-peptide fluorescence polarization, 1 h;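 active means mean inhibition of at least 30% with at least half of replicates also reaching 30%; inconclusive means no clear call, values can overlap the other calls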;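 further: 0% = DMSO neutral control and 100% = excess unlabeled competitor peptide PRC23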
MITF act – MITF TRPM1 promoter activation in melanoma cells | SK-MEL-5 TRPM1-promoter luciferase, 24 h; % of positive control, neutral wells = 0 | activation, % at 12.5 µM | 0.75% of 300,000 active;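 active means mean activation of at least 80% with every replicate also reaching 80%; inconclusive means mean reaches 80% but some replicate falls short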;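 further: 0% = neutral control wells and 100% = parthenolide positive control wells; values of inactives mirror those of a sister screen read the other way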
AddAB inh – less growth of phage-infected E. coli with AddAB. E. coli expressing H. pylori AddAB, absorbance growth. inhibition, % at 11.9 µM. 0.29% of 330,000 active. AID 435030; in the data active means inhibition above about 12%;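 further: 0% = vehicle wells of infected cells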
CAL PDZ FP-2 – inhibitors of human CAL PDZ peptide binding; AID 504414; purified CAL PDZ, TMR-peptide fluorescence polarization, 1 h; Q9HD26; inhibition, % at 20 µM; 0.02% of 330,000 active;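 active means highest replicate inhibition of at least 40%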;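 further: plate controls were DMSO neutral control wells for no effect and unlabeled competitor peptide control wells for full effect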
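material = purified tagged CAL PDZ domain construct (CerCALP) | compound dosing = 20 µM, one dose | times = 1 h at RT | measured by = fluorescence polarization from S- and P-plane intensities, G-factor corrected | read-out = inhibition from polarization loss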
Ecoli viability – bacterial growth inhibition, counter-screen for AddAB inhibitors; 0.27% of 330,000 active; AID 449728; E. coli V3065 growth, OD600 absorbance, 18 h; inhibition, % at 11.9 µM;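 active means inhibition above the campaign's mean inhibition across all tested compounds plus 3 SD, cut at about 9.9% in these data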;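 further: uninfected addAB+ strain grown without phage in ampicillin broth; 0% = DMSO wells and 100% = ciprofloxacin 0.95 µg/ml wells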
SR-BI DiI inh – mouse SR-BI HDL lipid transfer inhibition; Q61009; ldlA[mSR-BI] CHO cells, DiI-HDL uptake fluorescence, 3 h; inhibition, % at 12.5 µM; 0.96% of 320,000 active; AID 488896;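 active means mean replicate inhibition of at least 70% and a set share of replicates each scoring 70 or more; inconclusive means meets just one of the two criteria; inactive means fails both criteria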;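 further: 0% = median of neutral control wells and 100% = median of positive control wells; values of inactives mirror those of a sister screen read the other way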
Target sequence (Q61009 whole entry, looked up): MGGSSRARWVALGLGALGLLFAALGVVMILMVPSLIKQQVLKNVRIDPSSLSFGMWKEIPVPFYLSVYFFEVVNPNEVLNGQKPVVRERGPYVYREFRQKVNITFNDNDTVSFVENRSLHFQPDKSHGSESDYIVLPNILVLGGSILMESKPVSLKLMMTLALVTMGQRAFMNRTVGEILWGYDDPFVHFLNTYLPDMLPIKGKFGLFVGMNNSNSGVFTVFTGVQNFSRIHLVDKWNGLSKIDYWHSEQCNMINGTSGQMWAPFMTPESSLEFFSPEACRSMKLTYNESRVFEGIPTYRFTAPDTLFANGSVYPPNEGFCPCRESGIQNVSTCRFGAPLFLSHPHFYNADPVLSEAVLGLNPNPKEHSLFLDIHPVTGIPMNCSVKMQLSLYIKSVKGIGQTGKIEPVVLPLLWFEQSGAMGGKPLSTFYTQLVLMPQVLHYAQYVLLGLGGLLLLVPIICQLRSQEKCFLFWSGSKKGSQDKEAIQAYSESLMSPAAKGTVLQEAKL
* = called active by the depositor; ? = inconclusive; · = not tested or not shown. This is a random part of the collection; about 3.6% have a hit in one of these screens.

molecule,Ecoli viability,CAL PDZ FP-1,CAL PDZ FP-2,phage Ecoli inh,AddAB inh,Wnt act,Tat transport,MITF act,SR-BI uptake up,SR-BI DiI inh
CCc1ccc2[nH]c(=O)c(CN(CCN(C)C)C(=O)Nc3ccccc3OC)cc2c1,-0.3,-2.7,-1.0,2.5,-0.6,·,2.1,9.4,39.5,-39.5
CC(C(=O)Nc1ccc2[nH]c(=O)[nH]c2c1)N1CCN(Cc2ccc3c(c2)OCO3)CC1 (centres undefined),1.4,-0.4,-0.1,1.9,0.5,1.8,-5.6,12.4,-12.7,12.7
CCCCCn1c(N2CCCC2)nc2c1c(=O)n(C)c(=O)n2C,0.6,·,0.2,-0.3,1.5,-0.7,2.9,·,-8.2,8.2
Cc1c(Cl)cccc1NC(=S)N1CCN(S(=O)(=O)c2cccs2)CC1,-1.0,-3.9,3.3,1.2,-0.2,-2.7,-4.6,-9.7,-6.4,6.4
Cc1ccc(NC(=O)COC(=O)CN2C(=O)NC(C)(C)C2=O)cc1S(=O)(=O)N1CCOCC1,1.1,·,-3.1,3.4,0.7,-0.1,?,0.1,0.9,-0.9
O=C(CN1C(=O)NC2(CCc3ccccc32)C1=O)c1ccc(Cl)cc1 (centres undefined),0.9,-0.9,-2.4,5.8,1.4,1.5,-6.3,-0.3,-1.7,1.7
Cn1c(N)cc(-c2ccc(F)cc2)c(C#N)c1=O,0.3,·,-4.3,2.6,0.9,-1.9,-6.9,-7.0,-19.4,19.4
CCNC(=O)Nn1c(-c2ccccc2)nc2ccccc2c1=O,1.4,·,0.2,1.6,4.2,-0.1,-16.1,·,21.6,-21.6
CCCCN(C)C(=O)c1ccc(S(=O)(=O)N2CCOCC2)cc1,-0.9,-0.2,-1.2,3.0,1.7,0.0,-2.7,·,41.8,-41.8
Cc1ccc(S(=O)(=O)C(CNC(=O)C(C)C)c2cccs2)cc1 (centres undefined),-0.8,-3.2,-2.1,-0.3,-1.2,-1.1,-7.0,-4.6,-5.2,5.2
CSCCC(NC(=O)COc1ccccc1)C(=O)N1CC(C)OC(C)C1 (centres undefined),1.6,2.5,-0.6,0.7,0.8,6.8,6.4,-7.1,0.0,0.0
CC(C)CN(C(=O)c1ccc(S(=O)(=O)N2CCCCC2)cc1)C1CCS(=O)(=O)C1 (centres undefined),·,-3.1,-1.8,1.4,·,-2.2,-4.3,-11.5,-9.2,9.2
Cc1ccc(S(=O)(=O)N2CC=C(C(=O)NC3CC3)CC2)cc1,0.6,5.0,-0.4,2.8,0.0,0.6,4.3,9.7,3.7,-3.7
O=C(CCNC(=O)c1ccco1)NCc1ccc(C(=O)O)cc1,-2.1,2.8,0.5,4.0,0.2,-4.9,0.3,3.1,·,·
Cc1cccc(Oc2ncc(-c3ccc(Cl)cc3)cn2)c1C,-1.6,0.5,-0.8,2.2,2.0,·,4.8,22.6,10.0,-10.0
COc1ccccc1C(=O)Nc1ccc2c(c1)nc(CCNC(C)=O)n2C,-1.2,-4.8,-2.7,0.5,1.6,·,7.0,48.3,-6.1,6.1
O=C(Nc1ccc(Cl)cc1)c1sccc1-n1cccc1,-0.3,1.1,-1.2,1.1,-1.2,-3.4,-0.7,-13.8,-40.3,40.3
Cc1ccc(NC2=CC(=O)OC(C)C2)cc1 (centres undefined),2.3,-1.5,-0.8,1.4,1.8,·,-4.8,15.6,20.4,-20.4
CCC(CC)C(=O)NCCCN1CCOCC1,0.2,-4.6,-3.2,4.0,4.7,2.6,3.2,-1.9,-9.6,9.5
CCn1c(C)nc2cc(C(=O)N/N=C(\C)c3ccc(OC)cc3O)ccc21,·,-5.0,-2.4,0.5,·,1.6,-2.5,10.3,-88.3,88.3*
Cc1nc2ccccc2c2oc(C(=O)NC3CC3)cc12,-0.6,·,-2.4,2.1,1.2,-4.0,-13.3,20.8,13.8,-13.8
Nc1nc(NCc2ccco2)nc(N2CCCCC2)c1[N+](=O)[O-],1.6,2.9,-4.3,1.3,0.7,-4.5,9.0,7.1,-11.8,11.8
Cc1cc(C)cc(NC(=O)Cc2ccc(NC3=NC4CS(=O)(=O)CC4S3)cc2)c1 (centres undefined),-1.3,·,0.0,2.7,0.2,-1.2,-6.5,·,-4.8,4.8
CC(C)=C1C2CCC1C(C(=O)NCCc1ccccc1)C2C(=O)O (centres undefined),-0.2,-2.2,-0.1,2.9,2.4,-2.9,-0.9,1.1,58.2,-58.2
COc1ccc(N2C(=O)C3[C@@H](C2=O)C2(Cl)C(Cl)=C(Cl)C3(Cl)C2(OC)OC)cc1 (some centres undefined),-2.4,-4.8,0.2,1.5,0.9,·,1.7,-0.6,2.4,-2.4
CN1C(=O)CC(N2CCN(c3ncccn3)CC2)C1=O (centres undefined),1.2,-2.1,-2.8,2.8,0.5,·,3.2,·,43.9,-43.9
Cc1nc(N2CCN(c3ccccc3)CC2)[nH]c(=O)c1Cc1ccccc1,3.5,-3.3,0.3,2.7,0.8,·,-8.3,·,-6.5,6.5
C=CCC[C@@H](Cc1ccc(F)cc1)C(=O)OC[C@@H](Cc1c[nH]c2ccccc12)NC(=O)[C@@H](CC=C)CC(=O)N[C@@H](CO)Cc1ccccc1,-3.6,-0.9,0.1,0.4,-6.5,-2.6,-12.6,-3.9,74.2*,-74.2
COc1ccc(OCCSc2nnc(-c3ccc(OC)cc3)n2N)cc1,2.3,-0.8,-1.3,4.5,1.3,·,1.1,3.0,-6.8,6.8
COc1ccccc1CC(=O)NNC(=O)CN(C)S(=O)(=O)c1ccc(Cl)cc1,-1.4,-0.2,0.1,5.5,1.1,4.4,-1.6,-7.4,9.7,-9.7
COC(=O)c1[nH]c2cccc(OC)c2c1NC(=O)CN1CCC(C(N)=O)(N2CCCCC2)CC1,0.6,-4.9,-1.5,1.4,-1.2,24.3,-3.7,-7.1,-7.9,7.9
O=C(Nc1ncccc1Cl)c1cccc(F)c1,4.0,2.5,-1.3,3.0,3.4,5.6,-4.6,·,19.3,-19.3
COc1ccc(-n2nc(C(=O)NCC(=O)NCCCN3CC(C)CC(C)C3)c3ccccc3c2=O)cc1 (centres undefined),-1.7,8.9,-0.8,0.8,-0.8,0.1,0.6,·,·,·
CCCN(CCc1ccccc1)C1CCc2c(O)cccc2C1 (centres undefined),3.7,-4.2,0.6,2.1,-0.3,-1.1,-7.5,-0.6,-15.4,15.4
O=C1C2=C(SCCS2)C(=O)N1c1ccccc1,-4.2,-1.8,-0.5,3.1,1.6,-2.1,1.6,8.4,5.4,-5.4
CC(=O)c1sc2c(c1OC(=O)c1ccccc1)c(=O)n(-c1ccccc1)c(=S)n2-c1ccccc1,·,-2.3,0.8,1.0,·,-1.2,-11.2,-31.3,10.4,-10.4
CC(=O)Nc1ccc(/C=N/NC(=O)c2cccs2)cc1,3.5,-5.2,-0.3,4.0,3.9,10.7,-2.0,48.1,3.8,-3.8
COc1ccc(CCn2c(C)cc(C(=O)CCl)c2C)cc1OC,1.2,-5.9,-2.4,4.2,-0.4,0.1,1.4,-43.2,2.1,-2.1
CCCCCOC(=O)C1C(c2ccccc2)C(C(=O)O)C1c1ccccc1 (centres undefined),1.4,-4.8,-0.9,2.5,2.1,0.1,-9.2,5.9,-3.9,3.9
Cc1ccccc1NC(=O)N1CCCC(c2nc(-c3ccc(F)cc3)no2)C1 (centres undefined),-1.5,-5.2,-0.5,0.7,2.7,·,2.0,14.8,-5.7,5.7
CC(C)c1nc(-c2c(N)n(C)c(=O)n(C)c2=O)sc1C(=O)C(C)(C)C,-1.1,-4.9,-0.6,3.3,0.8,-2.8,0.8,-1.6,4.2,-4.2
CCCc1c(C)nc(N2CCN(c3ccccc3OC)CC2)[nH]c1=O,-0.5,54.9*,-2.8,0.2,4.5,-1.7,-3.2,·,-8.1,8.1
CCOc1ccccc1CNc1nnnn1C,1.3,·,-0.2,1.7,1.0,-1.0,2.7,-3.7,-11.2,11.2
CCOC(=O)c1nc(SC)n(C)c1C(=O)OCC,·,-3.8,-0.8,0.8,·,-2.4,-3.8,5.6,12.3,-12.3
Cc1cc(C)nc(NNS(=O)(=O)c2c(C)cc(C(C)(C)C)cc2C)n1,·,-3.9,-2.5,-0.1,·,-0.5,0.5,-3.7,45.7,-45.7
Cc1cc2cc(C(c3nnnn3Cc3ccco3)N3CCc4ccccc43)c(=O)[nH]c2cc1C (centres undefined),1.9,-2.7,-0.7,5.8,0.4,·,7.9,-5.9,7.6,-7.6
O=C(c1ccccc1)N1CCN(C(=O)c2ccccc2)C1c1ccccc1,-2.2,-2.9,-1.4,1.3,2.9,·,-5.4,2.1,7.3,-7.3
Nc1cnc(-c2ccccc2)nc1Cl,1.7,·,0.5,4.8,-1.3,5.2,-3.8,20.3,2.2,-2.2
Cc1ccc(OCCN2CCCC2)cc1,-0.7,-4.1,-1.9,0.9,2.7,0.4,9.4,1.4,-0.3,0.3
O=C(N/N=C/c1cccc(OC2CSC2)c1)c1ccccc1O,-1.2,-2.4,-0.4,3.5,4.8,·,-6.6,-6.1,8.9,-8.9

Other records follow.
molecule,Ecoli viability,CAL PDZ FP-1,CAL PDZ FP-2,phage Ecoli inh,AddAB inh,Wnt act,Tat transport,MITF act,SR-BI uptake up,SR-BI DiI inh
COc1cc(C(=O)NC(=S)Nc2ccc3c(c2)OCO3)cc(OC)c1OC,-1.2,3.5,0.3,0.4,0.6,0.8,-0.7,·,-37.3,37.3
Cc1ccc(/C=N/NC(=O)Cn2nc(C)c([N+](=O)[O-])c2C)o1,0.4,-2.2,-0.3,1.1,-0.2,16.4,1.0,·,7.5,-7.5
O=C(OCCCOC(=O)c1ccc([N+](=O)[O-])o1)c1ccc([N+](=O)[O-])o1,4.0,0.4,-2.5,5.8,2.9,2.8,-9.3,-53.3,9.9,-9.9
O=C(Nc1cc(Cl)ccc1Cl)N1CCN(C(=O)Nc2cc(Cl)ccc2Cl)CC1,·,-0.2,-3.0,-0.8,·,-3.1,2.6,3.1,-16.3,16.3
CCCC(=O)Nc1nnc(S(=O)(=O)N(C)Cc2ccco2)s1,-2.4,0.7,-2.9,·,-0.3,0.5,-3.1,-1.5,28.6,-28.6
CC(=O)Nc1ccc(NC(=O)c2c(-c3ccccc3Cl)noc2C)c(C)c1,1.3,1.2,-0.5,3.1,1.7,-0.3,0.1,-1.5,8.8,-8.8
COC(=O)c1sc(S(=O)(=O)Nc2ccc3cn[nH]c3c2)c(C(=O)OC)c1C,-2.6,-4.0,·,1.6,0.9,-1.4,4.6,-15.7,-4.7,4.7
